SIRT5 block: blocks human SIRT5 desuccinylation of peptide | Q9NXA8 | Purified SirT5, succinyl-peptide AMC, trypsin-coupled fluorescence | inhibition, % at 15 µM | actives 1.1% (n = 330,000) | AID 652115; in the data active means inhibition above about 15%
Target sequence (Q9NXA8 whole entry, looked up): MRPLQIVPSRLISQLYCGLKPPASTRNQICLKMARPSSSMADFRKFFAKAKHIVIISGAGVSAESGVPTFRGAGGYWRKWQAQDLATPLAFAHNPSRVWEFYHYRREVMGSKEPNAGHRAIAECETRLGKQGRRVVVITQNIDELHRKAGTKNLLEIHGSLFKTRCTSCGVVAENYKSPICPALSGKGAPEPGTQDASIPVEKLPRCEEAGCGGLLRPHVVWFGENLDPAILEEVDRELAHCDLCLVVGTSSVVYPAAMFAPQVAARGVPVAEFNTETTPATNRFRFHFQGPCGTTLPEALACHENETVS
Casp6 inh: caspase-6 (human) enzyme inhibition. P55212. purified caspase-6, Z-VEID-R110 cleavage fluorescence. inhibition, % at 12.5 µM. actives 0.53% (n = 350,000);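 active means mean inhibition across replicates at least about 35%, with every replicate also reaching that limit, limit read from the data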;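 further: 0% = median of neutral control wells and 100% = no fluorescence left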
Target sequence (P55212 24-179 limits assumed): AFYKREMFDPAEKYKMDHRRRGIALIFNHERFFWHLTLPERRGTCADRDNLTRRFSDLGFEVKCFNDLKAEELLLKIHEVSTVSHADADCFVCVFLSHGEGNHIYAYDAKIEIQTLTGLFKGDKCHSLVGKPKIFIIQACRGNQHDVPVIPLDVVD
Target sequence (P55212 194-293 limits assumed): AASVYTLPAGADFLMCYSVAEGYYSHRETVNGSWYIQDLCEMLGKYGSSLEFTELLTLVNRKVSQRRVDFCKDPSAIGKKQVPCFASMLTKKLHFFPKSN
PAX8 inh HTS: PAX8 transcriptional activity inhibition; actives 1.2% (n = 360,000); RMG-I TPO-luciferase reporter, SteadyGlo, 24 h; inhibition, % at 12.6 µM;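 active means mean replicate inhibition at least 60% with every replicate also reaching 60%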;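 further: luciferase light reporting Pax8 driven TPO promoter activity; plate controls were median of neutral control wells for no effect and mitoxantrone controls for full effect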
EWS-Fli block: EWS/Fli transcriptional activity inhibition | actives 0.67% (n = 350,000) | inhibition, % at 12.6 µM | A673 NR0B1-luciferase reporter, viability-normalised | AID 651661;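 active means mean inhibition of at least 50% after viability correction, with every replicate also passing that limit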;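 further: firefly luciferase signal divided by Alamar Blue viability fluorescence both relative to DMSO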
DENV2 CPE: inhibitors of DENV2 cytopathic effect; DENV2-infected cells, cytopathic effect rescue, plate reader; CPE inhibition, % at 9.99 µM; actives 1.7% (n = 350,000); AID 651640; in the data active means CPE inhibition above about 20%, passing the limit was not always enough; tested in BHK-21 cells;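 further: 0% = median of neutral control wells and 100% = median of positive control wells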
ARNT-TACC3 inh: disruptors of human ARNT/TACC3 interaction; Q9Y6A5; AlphaScreen His-ARNT PAS-B/GST-TACC3 binding, luminescence; TACC3 fragment carries E629A point mutation; inhibition, % at 9.99 µM; actives 0.66% (n = 390,000); AID 623870;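 active means mean inhibition of replicates at least 50% and at least half of replicates each reaching 50%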;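 further: 0% = complete ARNT plus TACC3 wells and 100% = ARNT alone without TACC3; many hits fall short of the cut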
LGR2 antag: inhibitors of bursicon-induced Drosophila LGR2 receptor cAMP signaling. HEK293 LGR2, CRE-luciferase, bursicon-stimulated, 4 h. inhibition, % at 9.99 µM. actives 0.35% (n = 380,000);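 active means drop in luminescence signal, shown as inhibition above about 50% in the replicate tests, limit read from the data, passing the limit was not always enough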;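 further: agonist challenge used bursicon conditioned medium at about half maximal strength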
* marks the source's active call; other numbers are inactive results; . = not tested or not shown. Outcome played no part in choosing rows, and some 4.9% of all compounds hit somewhere here.

Results follow in this order: SIRT5 block, LGR2 antag, DENV2 CPE, Casp6 inh, EWS-Fli block, ARNT-TACC3 inh, PAX8 inh HTS
COc1ccc(OC)c(/C=N/NC(=O)c2cc3c(OC)cc(OC)cc3[nH]2)c1
 : -2, 42, -1, 0, 5, -4, 8
COc1cccc(NC(=O)CN(C)C(=O)COc2ccccc2Cc2ccccc2)c1
 : -3, -9, -5, -1, 3, -5, 0
CSc1nc(C)c(C(=O)C[n+]2ccccc2C)cc1C#N
 : -2, 10, 1, -7, -5, -1, -18
CCCCC(=O)NNC(=S)NC(=O)c1ccc([N+](=O)[O-])cc1
 : -4, 13, 0, -4, 3, 19, -5
O=C(CNC(=O)C1CCCCC1)OCn1nnc2ccccc2c1=O
 : -1, -1, -5, 1, 3, -6, 8
COC(=O)C[C@H]1CC[C@@H]2[C@H](COc3ccc(NC(=O)c4ccc(F)c(F)c4)cc3C(=O)N2C)O1
 : -5, -9, 11, 2, -8, -8, 5
Cc1onc(-c2ccccc2Cl)c1C(=O)N1CCN(S(=O)(=O)c2ccc(F)c(F)c2)CC1
 : 0, 9, -4, -5, ., 0, 44
Cc1ccc(NC(=O)C(C)OC(=O)/C=C/c2ccccc2)cc1S(=O)(=O)N1CCOCC1 (configuration not stated)
 : 0, 1, 11, 2, 3, -2, -7
COc1ccccc1-n1cc(-c2ccc(C)cc2)[nH]c1=S
 : -1, -30, -4, 2, 45, -10, 14
Cc1ccc(S(=O)(=O)N(C)C[C@H]2Oc3c(NC(=O)c4ccc(-c5nccs5)cc4)cccc3C(=O)N([C@H](C)CO)C[C@@H]2C)cc1
 : -1, 13, 3, ., 5, -1, -15
C/C=C/c1cnc2c(c1)C(=O)N([C@H](C)CO)C[C@@H](C)[C@H](CN(C)S(=O)(=O)c1ccccc1F)O2
 : -4, 5, -1, 1, -1, 10, 12
CC(C)NC(=O)N[C@@H]1CC[C@@H](CCn2cc(-c3ccccc3)nn2)O[C@@H]1CO
 : 2, -13, -6, -2, -4, ., -10
CCOC(=O)c1ccc(NC(=O)c2nc[nH]c2C(=O)NC2CCN(C(=O)OC(C)(C)C)CC2)cc1
 : ., ., 68*, -2, 5, -3, -3
CS(=O)(=O)N1CCN(c2ccccc2[N+](=O)[O-])CC1
 : 1, -49, -2, 2, 5, -8, -20
Cc1cc(C)c(CN2CCN(C(=O)Cn3cnc4c(OCc5ccccc5)ncnc43)CC2)c(C)c1
 : -2, -5, -6, -4, 17, -3, -6
CSc1ccccc1OCc1cc(C(=O)N2CCCC2c2nonc2C)no1 (configuration not stated)
 : -3, -65, -4, 3, ., -7, -220
CSCCC(NS(=O)(=O)c1ccc2c(c1)OCCO2)C(=O)N(C)Cc1ccc(F)cc1 (configuration not stated)
 : -2, -28, -1, 2, 0, 2, -9
CC(C)(O)C#Cc1ccc([C@H]2[C@@H](CO)N3CCCCN(S(C)(=O)=O)C[C@@H]23)cc1
 : 3, -9, 11, 2, -6, -3, -8
O=C1NC[C@H](CCCCN2C[C@H](Cc3ccc(O)cc3)N(CC3CCCCC3)C(=O)C2=O)N(CC2CCCCC2)C1=O
 : ., 13, -4, 5, -6, ., 8
CN(C)C(=O)C[C@H]1C=C[C@H](NC(=O)C2CCC2)[C@H](CO)O1
 : -3, 1, -5, -4, 3, -5, 0
O=C1CC(C(=O)N2CCN(c3ccccn3)CC2)CN1Cc1ccccc1Cl (configuration not stated)
 : 0, 15, 12, 0, -9, 1, 1
c1ccc2c(c1)CN1CCCC1=N2
 : 7, 2, -3, 0, 7, -4, 7
COc1cc(CN2CCNC(=O)C2CC(=O)NCCCC2CCCC2)cc(OC)c1 (configuration not stated)
 : -1, 6, 1, -1, 2, 3, 4
CCCNC(=O)N1[C@@H](C#N)[C@@H](c2ccc(C3=CCCCC3)cc2)[C@@H]1CO
 : 3, -9, 5, -10, -3, -4, -24
COc1cccc(C2=NOC(C(=O)Nc3ccc4c(c3)OCO4)C2)c1 (configuration not stated)
 : -7, 8, 4, -3, -4, 2, -2
CC(C)CC(=O)N1CCC(O)(CS(=O)(=O)c2ccc(Cl)c(Cl)c2)CC1
 : -1, -6, ., 0, 1, -3, -17
CN(CC(CC(=O)O)c1ccccc1)S(=O)(=O)c1ccc(Br)cc1 (configuration not stated)
 : ., -8, 16, -1, 0, ., -5
O=C(CCc1ccc(O)cc1)N/N=C/c1coc2ccccc2c1=O
 : 1, 3, 1, 2, 8, ., 4
Cc1noc(C)c1C(=O)OC(C)C(=O)N(C)c1ccccc1 (configuration not stated)
 : -4, 12, 8, 4, 0, 16, -7
COc1ccc(S(=O)(=O)n2nc(C)cc2C)cc1OC
 : ., 1, -1, 2, -6, -8, 2
COc1ccc(COCC23N=C4SCc5ccccc5CN4[C@H](c4ccccc4O2)[C@H]3CO)cc1
 : -2, ., -11, -2, 7, -2, 14
COc1ccc(C(=O)N2CCCC(N3CCN(c4ccccc4F)CC3)C2)c(OC)n1 (configuration not stated)
 : -2, -13, -4, -1, ., -5, 8
COC(=O)C1C(=O)/C(=C/N(C)C)C(=O)CC1(C)C (configuration not stated)
 : ., -8, 3, 0, 1, -10, 9
CO[C@@H]1CN(C)C(=O)c2cc(NC(=O)NC3CCCCC3)ccc2OC[C@@H](C)N(C)C[C@@H]1C
 : 1, -7, -5, ., 1, ., -2
N=c1n(Cc2ccccc2Cl)c2ccccc2n1CC(O)c1ccco1 (configuration not stated)
 : -6, -16, -6, -1, -3, -4, -8
N#C[C@@H]1[C@@H](c2ccccc2-c2cccc(F)c2)[C@H](CO)N1C(=O)C1CCCCC1
 : -3, 2, -6, 1, -2, ., -35
COc1cccc(S(=O)(=O)N2CC[C@@H]3[C@H](CO)N(C)c4ccc(C#Cc5cccnc5)cc4[C@@H]32)c1
 : 1, -2, -28, 0, 18, 5, 24
CN(CC(=O)Nc1ccccc1C(=O)Nc1ccccc1)C1CCCCC1
 : -8, 3, 3, -3, -16, 2, -2
COc1cccc(CNC(=O)C2=Cc3cccc(OC)c3OC2)c1
 : 3, ., 10, -1, -5, 9, 7
O=C(c1ccccc1)N1Cc2ccccc2[C@@H]2OC(c3ccc(OCCCO)cc3)=N[C@]2(Cc2ccccc2)C1=O
 : 6, ., 1, -1, 6, 1, 13
CC(C)C(OC(=O)c1nsc(Cl)c1Cl)C(=O)NC1CCCCC1 (configuration not stated)
 : -1, 7, 9, -1, 1, -7, 20
COc1ccc(NC(=O)N(C)C[C@H]2OCc3cn(nn3)CCCC(=O)N([C@H](C)CO)C[C@H]2C)c(OC)c1
 : ., -1, ., ., -6, ., -12
Cc1cc(C)n2nc(C(=O)OCC(=O)N(CCC#N)c3ccc(F)cc3)nc2n1
 : -4, -4, 2, -3, 0, -16, -6
COCC(=O)N(C)C[C@H]1[C@H](c2ccccc2)[C@H](CO)N1C(=O)NC(C)C
 : -1, -5, -8, -2, -2, 7, 5
COc1ccc(NC(=O)C2=Cc3cccc(OC)c3OC2)cc1
 : 0, -35, -5, 3, -111, 3, -119
O=C(CNC(=O)c1ccncc1)N/N=C/c1cc(Br)ccc1O
 : ., 12, ., ., ., 46*, 2
CC(c1ccco1)N(C(=O)c1ccccc1NS(=O)(=O)c1ccc(Cl)c([N+](=O)[O-])c1)c1ccccn1 (configuration not stated)
 : -1, 9, 16, 3, 21, ., 25
CC(NC(=O)COC(=O)c1ccc2c(c1)S(=O)(=O)N=C1CCCCCN12)C12CC3CC(CC(C3)C1)C2 (configuration not stated)
 : -1, -3, ., -2, 12, 0, -11
COc1ccc(CN(C)C[C@H]2Oc3c(NS(C)(=O)=O)cccc3C(=O)N([C@@H](C)CO)C[C@@H]2C)cc1
 : 4, -28, -4, -3, ., 12, -3
Cc1ccc(S(=O)(=O)Nc2ccc3c(c2)CC(=O)N([C@H](C)CO)C[C@@H](C)[C@H](CN(C)C(=O)NC(C)C)O3)cc1
 : -4, 6, -5, -1, -6, -1, -7
COc1cccc(-c2cnc(C(O)c3ccc(Cl)c(Cl)c3)[nH]2)c1 (configuration not stated)
 : ., -2, 0, 3, -3, ., 1
Cn1c(Cn2cnc([N+](=O)[O-])n2)nnc1SCC(=O)Nc1ccc(Br)cc1
 : -1, 29, -10, 0, 21, -2, 18
Cc1occc1C(=O)Nc1c(Cl)cccc1Cl
 : -1, -14, -2, 0, ., -1, 12
COc1ccc(S(=O)(=O)N(C)C[C@@H]2Oc3c(NS(C)(=O)=O)cccc3C(=O)N([C@H](C)CO)C[C@H]2C)cc1
 : -6, -3, -1, -2, -10, -3, .
CCCNC(=O)N(C)C[C@H]1Oc2cc(-c3ccccc3F)ccc2S(=O)(=O)N([C@H](C)CO)C[C@H]1C
 : ., -15, ., ., 8, ., -15
O=C1CCCCC1Nc1ccc(Br)cc1 (configuration not stated)
 : 0, 3, -4, -4, -5, -2, -11
CCOc1ccc(CCNC(=O)c2cccc(S(=O)(=O)N3CC(C)OC(C)C3)c2)cc1OCC (configuration not stated)
 : -1, 7, -6, 3, 8, -1, 25
COc1ccc(Cl)c2sc(N(CCN(C)C)C(=O)c3ccc4c(c3)OCCO4)nc12
 : -5, 19, 7, -7, 7, 8, -2
Cc1cc(C)c2cc(C#N)c(NCCCNC(=O)c3cccnc3)nc2c1
 : -2, 7, -7, 9, -9, ., 14
COCC1CCCN(C(=O)c2cc(COc3ccc(C(C)=O)cc3)on2)C1 (configuration not stated)
 : -2, -52, 2, 1, -109, 1, -212

Marked active in DENV2 CPE, among the entries above:
| smiles | SIRT5 block | LGR2 antag | DENV2 CPE | Casp6 inh | ARNT-TACC3 inh |
| --- | --- | --- | --- | --- | --- |
| CCOC(=O)c1ccc(NC(=O)c2nc[nH]c2C(=O)NC2CCN(C(=O)OC(C)(C)C)CC2)cc1 | . | . | 68* | -2 | -3 |

Record cards, from the list above. Order of values: SIRT5 block, LGR2 antag, DENV2 CPE, Casp6 inh, EWS-Fli block, ARNT-TACC3 inh, PAX8 inh HTS
Record of COc1ccc(NC(=O)N(C)C[C@H]2OCc3cn(nn3)CCCC(=O)N([C@H](C)CO)C[C@H]2C)c(OC)c1 : ., -1, ., ., -6, ., -12
Record of COCC1CCCN(C(=O)c2cc(COc3ccc(C(C)=O)cc3)on2)C1 (configuration not stated) : -2, -52, 2, 1, -109, 1, -212
Record of Cc1ccc(S(=O)(=O)Nc2ccc3c(c2)CC(=O)N([C@H](C)CO)C[C@@H](C)[C@H](CN(C)C(=O)NC(C)C)O3)cc1 : -4, 6, -5, -1, -6, -1, -7
Record of N=c1n(Cc2ccccc2Cl)c2ccccc2n1CC(O)c1ccco1 (configuration not stated) : -6, -16, -6, -1, -3, -4, -8

Going on with the list.
Results follow in this order: SIRT5 block, LGR2 antag, DENV2 CPE, Casp6 inh, EWS-Fli block, ARNT-TACC3 inh, PAX8 inh HTS
C/C(N)=C(/C#N)C(=O)COC(=O)C1CCN(S(=O)(=O)c2cccs2)CC1
 : -3, 27, 0, 6, 13, ., -10
O=C(CCN1C(=O)c2ccccc2S1(=O)=O)Nc1ccc(F)c(F)c1F
 : -3, -10, -12, 2, 0, 10, 9
O=C(CSc1nc2ccccc2c(=O)n1CCCN1CCOCC1)c1c[nH]c2ccccc12
 : -2, 13, 2, 4, 6, 11, 27
Cc1ccc2oc3c(c(=O)c2c1)C(c1cccc(O)c1)N(c1ccccn1)C3=O (configuration not stated)
 : ., -5, -7, 2, 3, -3, -3
O=C(C[C@@H]1C=C[C@H](NC(=O)c2cccc(F)c2)[C@@H](CO)O1)NCc1ccccc1
 : 1, 6, -1, -3, 5, -22, -4
CCOC(=O)NC(=O)/C(C#N)=C\Nc1sccc1C(=O)OC
 : 1, 11, 12, -1, 5, 20, -13
CCOc1cc(/C=N/Nc2nn3cnnc3c3ccccc23)ccc1O
 : 6, -7, 7, -1, -5, 57*, -53

Source: PubChem BioAssay (Broad Institute)
